# RGS4 block: human RGS4 inhibition | HEK293 M3R/RGS4 inducible, Fluo-4 calcium flux; hits give high values; triggered by carbachol at its EC20 | B-score at 10 µM | 310,000 tested, 0.45% active;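 active = B-score, a plate-corrected calcium signal, over three deviations above library mean, with baseline fluorescence within five deviations of library mean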;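 also: RGS4 expression induced by doxycycline in cells with stable M3 receptor; B-score is computed from the integrated fluorescence ratio over baseline after carbachol; higher B-score means a larger calcium signal and so more RGS4 inhibition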
# KCNQ1 block: human KCNQ1 channel inhibition; B-score at 10 µM; 310,000 tested, 1.3% active; AID 2642; P51787; CHO-K1 KCNQ1, FluxOR thallium flux fluorescence; hits give high values;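 active = compounds whose thallium flux B-score, printed positive for inhibition, exceeds three library SD while starting fluorescence stays within three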;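 also: channel opened by potassium depolarization with thallium stimulus after 20 min compound exposure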
# Target sequence (P51787 whole entry, looked up): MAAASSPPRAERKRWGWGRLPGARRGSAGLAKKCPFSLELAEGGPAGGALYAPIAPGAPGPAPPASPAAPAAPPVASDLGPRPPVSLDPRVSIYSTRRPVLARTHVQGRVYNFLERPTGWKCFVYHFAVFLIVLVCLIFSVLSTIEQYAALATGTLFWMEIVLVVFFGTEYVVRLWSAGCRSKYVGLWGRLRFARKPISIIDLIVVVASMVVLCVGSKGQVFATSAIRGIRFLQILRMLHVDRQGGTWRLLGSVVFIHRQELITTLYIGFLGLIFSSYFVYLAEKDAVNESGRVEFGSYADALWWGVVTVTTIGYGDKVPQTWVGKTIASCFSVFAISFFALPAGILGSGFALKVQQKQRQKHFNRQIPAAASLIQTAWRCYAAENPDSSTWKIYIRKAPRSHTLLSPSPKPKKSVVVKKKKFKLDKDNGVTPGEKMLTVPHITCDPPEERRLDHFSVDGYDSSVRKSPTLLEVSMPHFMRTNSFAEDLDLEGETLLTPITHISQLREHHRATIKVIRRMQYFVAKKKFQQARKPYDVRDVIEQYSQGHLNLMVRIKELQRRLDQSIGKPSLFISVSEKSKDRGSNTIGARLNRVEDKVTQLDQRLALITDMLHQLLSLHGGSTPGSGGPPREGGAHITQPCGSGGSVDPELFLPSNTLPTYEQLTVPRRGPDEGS
# TMEM16A inh: mouse TMEM16A channel inhibition, primary screen; HEK293 TMEM16A/YFP iodide influx fluorescence, ionomycin; 310,000 tested, 1.2% active; Q8BHY3; AID 588511; normalized B-score (activity score, 25-100; higher = stronger inhibition) at 10 µM;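 active = ratio plate-corrected score three or more library SD toward inhibition, starting fluorescence score within five deviations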;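 also: score derived from kinetic fluorescence span divided by baseline fluorescence per well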
# hERG rescue: hERG (human) protection from proarrhythmic block | Q12809 | 310,000 tested, 0.51% active | CHO-hERG, FluxOR thallium flux, dofetilide IC70 present | AID 1511 | activation (rescue from dofetilide block), less the hit threshold, % at 10 µM;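 active = activation above the mean of controls blocked by dofetilide plus 5 SD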;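 also: thallium influx through hERG after potassium depolarization seen as dye fluorescence rise; in these data hits start at about 4.7%; inactives centre near -7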
# KCNQ1 pot: human KCNQ1 channel potentiation or activation. CHO-K1 KCNQ1, thallium flux FluxOR fluorescence; hits give high values. B-score at 10 µM. P51787. 310,000 tested, 0.35% active;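 active = fluorescence ratio B-score, a plate-corrected score, at least three library SD, with initial intensity B-score within 5 SD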
#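 Assay system: CHO-K1 cells stably expressing KCNQ1. Medium: assay buffer for compound exposure, DMSO matched across wells. Timing: 37 °C overnight plating, 90-min dark dye load, 20-min compound pretreatment. Signal: kinetic FluxOR fluorescence, 10 s baseline plus 110 s post-stimulus.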
# MrgX1 allo act: human MrgX1 positive allosteric modulation, primary screen | 310,000 tested, 0.63% active | MrgX1-HEK293, Fluo-4 calcium flux, FDSS; hits give high values | Q96LB2 | B-score at 10 µM;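 active = plate-corrected calcium response at least 3 library SD above typical, normal starting fluorescence, not activating the receptor alone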;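 also: compound read alongside a low EC10 to EC30 dose of BAM8-22 agonist; peak minus trough fluorescence over baseline measured at the second addition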
# Target sequence (Q96LB2 whole entry, looked up): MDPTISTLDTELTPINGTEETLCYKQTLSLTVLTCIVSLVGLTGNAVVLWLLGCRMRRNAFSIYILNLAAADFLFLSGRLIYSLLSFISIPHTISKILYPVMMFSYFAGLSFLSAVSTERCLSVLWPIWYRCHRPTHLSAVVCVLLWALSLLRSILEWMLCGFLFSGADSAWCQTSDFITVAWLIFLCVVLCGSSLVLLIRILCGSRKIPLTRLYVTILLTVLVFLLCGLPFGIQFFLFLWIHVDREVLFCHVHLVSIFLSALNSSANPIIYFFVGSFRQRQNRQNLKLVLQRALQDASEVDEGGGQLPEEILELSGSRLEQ
# RGS4 pot: RGS4 potentiation or activation; HEK293 M3R/inducible RGS4, carbachol calcium flux Fluo4; hits give low values; B-score at 10 µM; 310,000 tested, 0.92% active; AID 463111;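 active = B-score of the integrated calcium signal more than 4 SD below the library mean, with starting fluorescence not abnormally high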;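 also: negative B-score means reduced calcium response which marks RGS4 activation or potentiation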
#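 Assay system: HEK293 FlpIn-TREx cells, stable M3R, doxycycline-inducible RGS4 / Probe or stimulus: carbachol, ECmax concentration / Times: overnight RGS4 induction, 30 min dye load 37 °C, 20 min compound RT / Signal: kinetic calcium fluorescence imaging with Fluo4-AM dye, 2 µM / Measure: Agonist-evoked peak-minus-minimum fluorescence over baseline, integrated ratio, B score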
# MrgX1 ag: agonists of human MrgX1 receptor | MrgX1-HEK293 cells, Fluo-4 calcium fluorescence, agonist mode; hits give high values | B-score at 10 µM | 310,000 tested, 0.44% active | Q96LB2;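 active = calcium response B-score plate-corrected fluorescence ratio at least 3 library SD, with starting fluorescence B-score inside 5 SD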
#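 Test system: Stable human MrgX1 HEK293 cell line | Schedule: Overnight plating before 1 h dye loading | Read-out basis: Baseline-normalised fluorescence change ratio, B-scored | Detection: Kinetic calcium dye fluorescence, Fluo-4 NW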
# KCNK9 block: inhibitors of human KCNK9 two-pore domain potassium channel | B-score at 10 µM | HEK293 KCNK9, FluxOR thallium flux fluorescence; hits give low values | 310,000 tested, 1.2% active | Q9NPC2;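 active = ratio B-score over 3 SD below the library mean, with starting fluorescence within 5 SD of its mean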;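 also: negative B-score means less thallium flux so channel inhibition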
# ANO1 activ: mouse TMEM16A channel activation, primary screen | Q8BHY3 | HEK293 TMEM16A/YFP-H148Q/I152L, iodide quench fluorescence; hits give low values | B-score at 10 µM | 340,000 tested, 0.3% active | AID 623877;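 active = fluorescence-ratio B-score plate-corrected deviation score at least 3 library SD below zero, with starting fluorescence score within 5 deviations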;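 also: channel opened by trigger with iodide after compound preincubation; score built on the fluorescence ratio of max minus min over baseline; more negative score means more quench and so TMEM16A activation or potentiation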
# KCNK3 inh: human KCNK3 channel inhibition, primary screen | CHO-KCNK3 thallium flux, FluxOR fluorescence; hits give low values | B-score at 10 µM | 340,000 tested, 0.84% active | AID 602410;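 active = B-score under library mean minus 4 SD, starting fluorescence ratio at most library mean plus 5 SD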;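 also: more negative B-score means stronger inhibition of thallium flux through KCNK3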
# The depositor's hits bear a star; i = inactive; . = no result given. This is a subset, so the mix of outcomes need not match the whole.
mol	RGS4 block	KCNQ1 block	TMEM16A inh	hERG rescue	KCNQ1 pot	MrgX1 allo act	RGS4 pot	MrgX1 ag	KCNK9 block	ANO1 activ	KCNK3 inh
C/C(CCc1c[nH]c2ccccc12)=N\O	i	i	i	-4	i	i	i	i	i	i	i
COc1ccccc1N1C(=O)NC(=O)C2(Cc3cc(C)ccc3N(C)C2)C1=O (centres undefined)	i	i	i	-3	i	i	i	i	i	i	i
O=c1[nH]c(=O)n(Cc2ccccc2)c(O)c1/C=N/NCCO	i	i	i	-7	i	i	i	i	i	i	i
CN(C)CC#CCOCCOCCC#N	i	i	i	-7	i	i	i	i	i	i	i
COc1ccc(C(CNC(=O)CCc2ccsc2)N(C)C)cc1 (centres undefined)	i	i	i	-9	i	i	i	i	i	i	i
C=CCn1c(O)c(C(C)=NCCN2CCCCC2)c(=O)[nH]c1=O	i	i	i	-8	i	i	i	i	i	i	i
Cc1nc2c(c(C)nn2-c2ccccc2)c(C)c1CCC(=O)N1CCC2(CC1)OCCO2	i	i	i	-15	i	i	i	i	i	i	i
CCOC(=O)C1(CCc2ccccc2)CCN(Cc2csc(C(C)=O)c2)CC1	i	i	i	-13	i	i	i	i	i	i	i
CC1CN(c2ccc([N+](=O)[O-])c3cccnc23)CC(C)N1 (centres undefined)	5.8*	i	i	-2	i	i	i	i	i	i	i
CCCC(=O)NC(Oc1ccccc1Cl)C(Cl)(Cl)Cl (centres undefined)	i	i	i	-11	i	i	i	i	i	i	i
FC(F)(F)c1ccc2c(c1)N(CCCN1CCN(CCCl)CC1)c1ccccc1S2	i	i	i	-14	i	i	-8.9*	i	i	i	i
Cc1ccccc1CC(=O)N(CCN(C)C)CC1CCCN(Cc2ccccc2F)C1 (centres undefined)	i	i	i	-7	i	i	i	i	i	i	i
CC(C)CN1CCN(Cc2ccccc2C(F)(F)F)CC1CCO (centres undefined)	i	i	i	-6	i	i	i	i	i	i	i
CC(=O)NCC(=O)Nc1ccc(Br)cc1C(=O)c1ccccc1	i	i	i	-8	i	i	i	i	i	i	i
Cn1c(O)c(C2=NN(C(=O)CCl)C(c3ccccc3)C2)c(=O)n(C)c1=O (centres undefined)	i	i	i	-3	i	i	i	i	i	i	i
CCC(=NCc1ccco1)c1c(O)n(-c2ccccc2C)c(=O)[nH]c1=O	i	i	i	-5	i	i	i	i	i	i	i
COc1cc(N2CCOCC2)ccc1/C=C1\C(=O)NC(=O)N(Cc2cccs2)C1=O	i	i	i	-14	i	i	i	i	i	i	i
Cc1cccc(NC(=S)N2CC3CC(C2)c2cccc(=O)n2C3)c1C (centres undefined)	i	i	i	-7	i	i	i	i	i	i	i
CNP(=O)(Oc1ccccc1)OC12CC3CC(CC(C3)C1)C2 (centres undefined)	i	i	i	-10	i	i	i	i	i	i	i
COc1ccc(CNCCc2c[nH]c3ccccc23)cc1OC	i	i	i	-2	i	i	i	i	i	i	i
CC(=NCc1cccnc1)c1c(O)n(Cc2ccccc2)c(=O)[nH]c1=O	i	i	i	-5	i	i	i	i	i	i	i
CCn1c(C)c(C(=O)O)c2cc(OC)ccc21	i	i	i	1	i	i	i	i	i	i	i
C=C(C)c1cccc(C(C)(C)NC(=O)NC2CN3CCC2CC3)c1 (centres undefined)	i	i	i	-8	i	i	i	i	i	i	i
Cc1c(N=Nc2c(O)[nH]c(=S)[nH]c2=O)c(=O)n(-c2ccccc2)n1C	i	i	i	-12	i	i	i	i	i	i	i
CCC(C)C(NC(=O)CCCNC(=O)CCC(=O)OC1O[C@H]2OC3(C)CC[C@H]4[C@H](C)CCC(C1C)C24OO3)C(=O)O (some centres undefined)	i	i	i	-6	i	i	i	i	i	i	i
COc1cccc(OC)c1C(=O)Nc1nc(N)n(-c2ccccc2)n1	i	i	i	-3	i	i	i	i	i	i	i
CC(C(=O)Nc1ccc(Br)cc1C(=O)c1ccccc1)N1CCOCC1 (centres undefined)	i	i	i	-8	i	i	i	i	i	i	i
CN1C(=O)C(C2c3ccccc3C(=O)N2Cc2ccc([N+](=O)[O-])cc2)C(=O)N(C)C1=O (centres undefined)	i	i	i	-5	i	i	i	i	i	i	i
Cc1cc(C)cc(N2C(=O)NC(=O)/C(=C\c3cccn3-c3ccc(Cl)cc3)C2=O)c1	i	i	i	-4	i	i	i	i	i	i	i
CCOC(=O)c1c(-c2ccc(OC)cc2)oc2ccc(OC(=O)N(C)C)cc12	i	i	100*	-5	i	i	i	i	i	i	i
Cc1[nH]c2ccccc2c1C(=O)CN1CC=C(c2ccccc2)CC1	i	i	i	-11	i	i	i	i	i	i	i
Cc1ccc(Cl)cc1N1CCN(CCN)CC1	i	i	i	2	i	i	i	i	i	i	i
CCC(=O)CC(c1ccc([N+](=O)[O-])cc1)c1c(O)c2ccccc2oc1=O (centres undefined)	i	i	i	-4	i	i	i	i	i	i	i
COc1ccc(C(=O)C2CCCN(Cc3cnc(C)s3)C2)cc1OC (centres undefined)	i	i	i	-6	i	i	i	i	i	i	i
CN(C)CCN=Cc1c(O)n(CCC2=CCCCC2)c(=O)[nH]c1=O	i	i	i	-10	i	i	i	i	i	i	i
Cc1cc[n+](Cc2ccccc2)cc1	i	i	i	-2	i	i	i	i	i	i	i
Cc1ccc(-n2c(O)c(C=NCCN3CCOCC3)c(=O)[nH]c2=O)cc1	i	i	i	-8	i	i	i	i	i	i	i
COc1cccc(CN2CCCCC2c2cccnc2)c1 (centres undefined)	i	i	i	-7	i	i	i	i	i	i	i
CC(C)[C@@]1(NC(=O)[C@@H]2C[C@@H]3c4cccc5[nH]cc(c45)C[C@H]3N(C)C2)O[C@@]2(O)[C@@H]3CCCN3C(=O)[C@H](Cc3ccccc3)N2C1=O	i	i	i	-5	i	i	i	i	i	i	i
CCOc1cc2c(cc1OCC)-n1cccc1C(c1ccccc1F)NC2 (centres undefined)	i	i	i	-4	i	i	i	i	i	i	i
O=c1[nH]c(=O)n(Cc2ccccc2)c(O)c1C=NCCCn1ccnc1	i	i	i	-8	i	i	i	i	i	i	i
CCC(C)C12CN3CCN(CC(C)(C3)C1=O)C2 (centres undefined)	i	i	i	-9	i	i	i	i	i	i	i
CP(C)(=O)CCC(=O)O	i	i	i	-4	i	i	i	i	i	i	i
COc1ccc(NC2(C#N)CCCCC2)cc1	i	i	i	-8	i	i	i	i	i	i	i
Cc1cc(OC(C)C(=O)NCc2cccnc2)c2c3c(c(=O)oc2c1)CCC3 (centres undefined)	i	i	i	-7	i	i	i	i	i	i	i
NC(=O)Nc1ccc(C(=O)OCC(=O)Nc2ccc(Cl)cc2C(=O)c2ccccc2)cc1	i	i	i	-1	i	i	i	i	i	i	i
O=C1NC(=O)C2(Cc3cc([N+](=O)[O-])ccc3N3CCN(C(=O)c4ccccc4)CC32)C(=O)N1 (centres undefined)	i	i	i	-11	i	i	i	i	i	i	i
N[C@@H](Cc1c[nH]c2ccccc12)c1nnc(SCc2ccccc2F)o1	i	i	i	-10	i	i	i	i	i	i	i
O=P(Nc1cccc(Cl)c1)(Oc1ccccc1)Oc1ccccc1	i	6*	i	-49	i	i	i	i	-7.6*	i	i
O=C1NC(=O)N(c2ccc(F)cc2)C(=O)/C1=C/c1ccc(N2CCOCC2)cc1	i	i	i	-15	i	i	i	i	i	i	i
CC(CN1CCOCC1)OC(=O)Cc1ccccc1 (centres undefined)	i	i	i	2	i	i	i	i	i	i	i
C=C1N2CCC(CC2)C1(O)c1ccc(C)c(C)c1 (centres undefined)	i	i	i	-8	i	i	i	i	i	i	i
CC1=C(C(=O)N2CCC3(CC2)OCCO3)C2(CCC(C)CC2)OC1=O (centres undefined)	i	i	i	-9	i	i	i	i	i	i	i
Cc1ccc2c(c1Cl)NC(C(=O)O)C1CC(Sc3ccccc3[N+](=O)[O-])C(Cl)C21 (centres undefined)	i	i	i	-8	i	i	i	i	i	i	i
CCC(N)Cc1c[nH]c2ccccc12 (centres undefined)	i	i	.	-12	i	.	i	.	i	i	i
O=C(NCCN1CCCCC1)c1ccc(Cl)nc1Cl	i	i	i	-23	i	i	i	i	i	i	i

# Two entries picked at random from the list so far, as already listed:
mol	RGS4 block	KCNQ1 block	TMEM16A inh	hERG rescue	KCNQ1 pot	MrgX1 allo act	RGS4 pot	MrgX1 ag	KCNK9 block	ANO1 activ	KCNK3 inh
CCC(N)Cc1c[nH]c2ccccc12 (centres undefined)	i	i	.	-12	i	.	i	.	i	i	i
O=C1NC(=O)N(c2ccc(F)cc2)C(=O)/C1=C/c1ccc(N2CCOCC2)cc1	i	i	i	-15	i	i	i	i	i	i	i

# Later entries:
mol	RGS4 block	KCNQ1 block	TMEM16A inh	hERG rescue	KCNQ1 pot	MrgX1 allo act	RGS4 pot	MrgX1 ag	KCNK9 block	ANO1 activ	KCNK3 inh
C=CCOc1ccc(CC2C(=O)N(C)C(=O)N(C)C2=O)cc1	i	i	i	-5	i	i	i	i	i	i	i
COc1cc2c(C(=O)O)c(C)n(C)c2cc1Br	i	i	i	-7	i	i	i	i	i	i	i
Cc1c(C(=O)Nc2ccccc2)cc(-c2ccccc2)n1CCCN1CCOCC1	i	i	i	-2	i	i	i	i	i	i	i
Cc1ccc(-c2nc3ccccc3c(=O)n2-c2ccccn2)cc1	i	i	i	-13	i	i	i	i	i	i	i
CCn1c(C)cc(/C=C2\C(=O)NC(=O)N(c3ccccc3C)C2=O)c1C	i	i	i	-7	i	i	i	i	i	i	i
COc1cc2c(cc1OC)C(C1c3cc4c(cc3CCN1C)OCO4)OC2=O (centres undefined)	i	i	i	-3	i	i	i	i	i	i	i
Cc1ccc(-n2c(O)c(C=NCCC3=CCCCC3)c(=O)[nH]c2=O)cc1	i	i	i	-8	i	i	i	i	i	i	i
Cc1nc2c(-c3ccccc3)c(C)nn2c(C)c1CCC(=O)N1CCC2(CC1)OCCO2	i	i	i	-6	i	i	i	i	i	i	i
